# Assay outcomes from PubChem BioAssay.
# IP6K1 inh: IP6K1 kinase inhibition. AID 1645851. Q92551. activity change, % (series mostly up to about 58 µM). 140,000 compounds, 0.81% hits. IP6K1 kinase, ADP-Glo luminescence, 2 h; stronger effect = lower value; in the data active = activity change below about -25%
# Target sequence (Q92551 whole entry, looked up): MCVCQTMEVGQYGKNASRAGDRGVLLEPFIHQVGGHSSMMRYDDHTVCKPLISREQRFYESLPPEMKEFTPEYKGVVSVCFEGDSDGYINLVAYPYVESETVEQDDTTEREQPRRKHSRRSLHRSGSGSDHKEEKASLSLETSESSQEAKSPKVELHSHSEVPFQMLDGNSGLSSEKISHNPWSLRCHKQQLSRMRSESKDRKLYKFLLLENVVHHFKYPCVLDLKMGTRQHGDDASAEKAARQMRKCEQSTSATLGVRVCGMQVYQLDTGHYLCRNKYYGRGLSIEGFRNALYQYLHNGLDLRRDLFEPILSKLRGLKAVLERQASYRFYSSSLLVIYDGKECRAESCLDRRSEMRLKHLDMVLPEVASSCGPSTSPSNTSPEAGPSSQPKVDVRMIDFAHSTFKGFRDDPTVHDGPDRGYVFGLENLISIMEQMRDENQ
#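 ADP-Glo luminescence measures ADP made by human IP6K1 during a 2 h RT reaction with ATP/IP6 (mix at 1.3 mM/130 uM); top library doses 57.5 and 19.1 uM final.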
# HEK cytotox: kills HEK 293 cells; 94,000 compounds, 6.6% hits; AID 1345083; Potency, µM (series often up to 115 µM), inactives show top-dose activity change, negative = cytotoxicity, actives largely listed as inhibitors; HEK 293 viability, ATP luminescence (CellTiter-Glo), 48-72 h; also: potency is read from the fitted curve at half-maximal effect; nearly all actives have a fitted effect of over 60% in size
#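 qHTS cytotoxicity; HEK 293, 250 cells/well; compound pinned; 48 or 72 hr, 37 degree Celsius, 5% CO2, 95% humidity; CellTiter-Glo, 10 min RT; luminescence (ATP).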
# Luciferase inh: inhibitors of firefly (Photinus pyralis) luciferase | purified P. pyralis luciferase, luminescence, biochemical | Potency, µM (highest dose often 115 µM), for inactives: top-dose activity change, negative = inhibition, hits mostly inhibitors | 76,000 compounds, 2.5% hits | AID 1347043; also: potency is read from the fitted curve at half-maximal effect; nearly all actives have a fitted effect of over 65% in size
# Target sequence (P08659 whole entry, looked up): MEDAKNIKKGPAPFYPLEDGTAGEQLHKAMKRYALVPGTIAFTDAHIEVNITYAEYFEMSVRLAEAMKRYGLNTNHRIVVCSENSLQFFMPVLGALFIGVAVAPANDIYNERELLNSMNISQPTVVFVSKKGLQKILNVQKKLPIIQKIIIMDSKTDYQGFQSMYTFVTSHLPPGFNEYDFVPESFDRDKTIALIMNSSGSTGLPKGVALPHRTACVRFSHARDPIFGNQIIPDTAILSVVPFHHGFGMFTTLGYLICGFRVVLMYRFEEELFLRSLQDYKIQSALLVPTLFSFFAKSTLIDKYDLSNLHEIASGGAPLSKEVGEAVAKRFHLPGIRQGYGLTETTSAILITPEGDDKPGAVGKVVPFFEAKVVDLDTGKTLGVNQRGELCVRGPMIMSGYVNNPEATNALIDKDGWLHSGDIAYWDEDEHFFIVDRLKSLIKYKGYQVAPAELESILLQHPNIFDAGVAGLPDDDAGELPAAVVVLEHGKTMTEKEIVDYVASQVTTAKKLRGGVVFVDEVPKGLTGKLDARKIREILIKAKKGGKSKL
#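 Luminescence read by CCD imaging after purified firefly luciferase (10nM final) was added to substrate buffer holding 10uM D-luciferin and 10uM ATP, pH 7.5, pre-dosed with compound.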
# SNCA viab count: reduces viability of HEK-293 SNCA reporter cells | 150,000 compounds, 0.12% hits | HEK-293-SNCA-luc viability, GF-AFC fluorescence, 24 h | Potency, µM (series often up to 57.1 µM), for inactives: at the top dose activity change, negative = cytotoxicity, most hits filed as cytotoxic;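 also: potency is read from the fitted curve at half-maximal effect; 0% = DMSO-treated cells and -100% = medium-only wells without cells; nearly all actives have a fitted effect of over 30% in size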
#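 HEK-293-SNCA-luc cells (1500/well) plated 24 h, then exposed 24 h to a dilution series; GF-AFC added 30 min at 37C, fluorescence 405/540 nm; normalised to medium-only and DMSO wells, Hill fit.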
# NIH3T3 tox: cytotoxic compounds in NIH 3T3 cells. 94,000 compounds, 4.3% hits. AID 1345082. Potency, µM (titrated, usually from 96.7 µM), inactives show at the highest dose activity change, negative = cytotoxicity, most hits filed as inhibitors. NIH 3T3 viability, CellTiter-Glo ATP luminescence, 48-72 h; also: potency is read from the fitted curve at half-maximal effect; nearly all actives have a fitted effect of over 55% in size
#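 ATP-dependent luminescence (CellTiter-Glo) served as the viability signal for NIH 3T3 cells treated with compound for 48 or 72 hr at 37 °C.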
# SNCA expr inh: SNCA gene expression inhibition. HEK-293 SNCA-luciferase knock-in, luminescence, 24 h. Potency, µM (top dose mostly 57.2 µM), for inactives: top-dose activity change, negative = inhibition, usual class: inhibitors. 140,000 compounds, 0.17% hits;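 also: potency is read from the fitted curve at half-maximal effect; plate controls were DMSO cells for no effect and cell-free wells for full effect; nearly all actives have a fitted effect of over 45% in size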
# GPT2 inh: inhibitors of human GPT2 alanine aminotransferase; Q8TD30; Recombinant GPT2, coupled pyruvate oxidase/HRP Amplex Red fluorescence; Potency, µM (doses to about 57.7 µM), for the others: at the top dose activity change, negative = inhibition, most hits filed as inhibitors; 100,000 compounds, 0.25% hits; also: potency is read from the fitted curve at half-maximal effect; nearly all actives have a fitted effect of over 60% in size; many of its hits are not listed in these tables
#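 Fluorescence read-out: pyruvate from GPT2 turnover coupled to pyruvate oxidase, HRP and Amplex Red (0.2mM ThPP, 0.2U/mL PO and HRP, 50uM Amplex final). Substrates 250uM a-KG, 2mM L-alanine; enzyme 10ng/uL; 30 min RT.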
# * = called active by the depositor; i = inactive; u = inconclusive; x = no result given; [ ] = remark or other dose. Unless noted, calls follow the shape of the dose curve; as a rule, active = well fitted curve in the direction sought with a large enough effect; inconclusive = small, poorly fitted or top-dose-only effect, or another doubt; inactive = no such curve, though single readings can be large; an effect the other way counts as inactive or inconclusive. Unless noted, % is scaled to controls: 0 for no effect and ±100 for the full control effect.
SMILES,IP6K1 inh,HEK cytotox,Luciferase inh,SNCA viab count,NIH3T3 tox,SNCA expr inh,GPT2 inh
O=C(CC1COCCN1)N1CCC2(CCC(=O)N(CCc3ccccc3)C2)CC1 (stereo not given),-1.5,-2.5%,14.2%,5.2%,1.0%,-11.1%,-4.0%
c1ccc2sc(SSc3nc4ccccc4s3)nc2c1,-2.6,x,x,0.6%[12.5 µM],x,22.8%[17 µM],3.9%[27.3 µM]
O=C(Nc1ccccc1Cl)c1ccc2nnc(C3CCOCC3)n2c1,5.5,-1.5%,x,x,-26.8%,x,x
CC(=O)c1ccc(N2CCN(C(=O)c3cc4n(n3)CC(c3ccc(Cl)cc3)OC4)CC2)cc1 (stereo not given),-5.3,u,-24.1%,2.8%,u,37.8%[activator],i
Cc1cc(C(=O)N2CCCn3nc(C(=O)NCCN(C)C)cc3C2)ccc1F,-2.5,-14.4%,11.9%,4.9%,-5.4%,-15.0%,3.3%
COCc1c(Br)c(C)nc2sc3c(=O)n(-c4cccc(Br)c4)nnc3c12,-21.0,x,x,2.1%,x,29.2%,x
Cc1cnc(C2CCC2)n1CC1CCN(C(=O)C(C)c2ccccc2)CC1 (stereo not given),12.6,u,1.2%,-3.1%,-8.3%,20.8%,i
COC(=O)c1sccc1S(=O)(=O)N[C@H]1C[C@@H](C(=O)OC)N(C)C1,-13.7,0.4%,-8.9%,1.0%,-8.1%,-4.1%,2.8%[11.5 µM]
Cc1ccc(NC(=O)Cn2nc(-c3ccc(Cl)cc3)c3ccccc3c2=O)cc1,27.6,x,x,3.9%,x,9.1%,x
COc1ccc(-c2cc3nc(C)c(CCC(=O)Nc4ccc(F)cc4F)c(C)n3n2)c(OC)c1,-11.6,x,x,-0.5%,x,16.4%,x
O=C(C1CCCC1)N1CC2(CCN(Cc3ccc(Cl)cc3)C2)Cc2ccccc21 (stereo not given),7.2,u,x,-21.5%,39.8µM*,-17.9%,-2.9%
COc1ccccc1-c1ccc(C(=O)N2C[C@@H](C)[C@@](C)(O)C2)cc1,10.4,-17.3%,0.2%,1.0%,-29.0%,-6.2%,i
O=C(NC1CCN(c2cc(-c3ccc(F)cc3)[nH]n2)C1)c1cc2ccccc2[nH]1 (stereo not given),0.0,u,6.31µM*,-26.5%,39.8µM*,8.3%,i
O=C(c1ccc(CC2CC(=O)N(c3ccccc3)C2)nc1)N1CCCC1 (stereo not given),8.7,-16.1%,-4.5%,-18.9%,-7.9%,-2.3%,0.3%
COc1ccc(N2CCN(Cc3nc(-c4ccc(C)cc4)no3)CC2)cc1,4.6,x,x,-3.7%,x,-10.8%,x
COCCN1Cc2ccc(NCc3ccccc3)nc2C(C)(C(=O)Nc2ccn(C)n2)C1 (stereo not given),6.0,-29.2%[172 µM],-7.5%[172 µM],5.5%[87.6 µM],u,u,3.1%[88.5 µM]
COc1cccc(C(=O)N2CCC3(CC2)CCN(Cc2cccs2)c2ccccc2O3)c1,20.1,u,-6.7%,-13.2%,u,-11.6%,-16.5%
Cc1ccc(S(=O)(=O)N(CC(=O)NCCc2ccc(Cl)cc2)c2ccccc2C)cc1,-6.8,x,x,-28.2%,x,u,x
Cc1ccc([S+](=O)([O-])N2CCCC(C(=O)N3CCC(c4nc5ccncc5[nH]4)CC3)C2)cc1 (stereo not given),-6.4,u,x,-9.5%,u,-11.5%,i
Cc1ccc2c(CC(=O)Nc3cc(C(F)(F)F)ccc3Cl)coc2c1C,0.7,x,x,11.2%,x,10.6%,x
Cc1ccc(C(=O)N2CCC(CCC(=O)NC3CCCCCC3)CC2)cc1,22.2,u,39.8µM*,-1.3%,u,32.6%[activator],u
CCOc1cc(CNC(=O)c2cc(-c3ccccc3)n[nH]2)cc(OCC)c1OCC,-1.9,x,x,4.8%,x,8.9%,x
Cc1ccc(CNc2nc3ccc(C)cc3n3nnnc23)cc1,16.5,x,x,-9.0%,x,6.4%,x
COc1cccc(CNC(=O)C2CCN(c3nccc(Nc4ccccc4F)n3)CC2)c1,-0.9,u,x,9.3%,u,14.5%,i
Cc1nc(-c2ccc(S(=O)(=O)NCc3ccccc3Cl)cc2)co1,-12.2,x,x,11.1%,x,16.8%,x
# Next results:
SMILES,IP6K1 inh,HEK cytotox,Luciferase inh,SNCA viab count,NIH3T3 tox,SNCA expr inh,GPT2 inh
Cn1cccc1CN1CCC2(C1)C(=O)N(Cc1ccccc1)c1ccccc12 (stereo not given),8.9,u,2.1%,2.5%,u,-2.9%,i
CC1=NS(=O)(=O)N(Cc2ccccc2)C=C1C(=O)OCc1nc(-c2cccs2)no1,-13.0,u,4.7%,3.8%,u,-18.7%,2.1%
CC(C)c1ccc([S+](=O)([O-])c2nnn3c2nc(NC2CC2)c2ccccc23)cc1,6.2,-11.7%,x,-1.6%,0.7%,-6.1%,-10.7%
COc1ccc(C(=O)N2CCC3(CC2)NC(=O)N(Cc2cccc(Cl)c2)C3=O)cc1,11.7,u,32.8%,-1.1%,u,-2.4%,i
O=C1Nc2ccccc2CC12CN(CC1CCOCC1)C2,-1.1,3.0%[172 µM],x,4.0%[87.6 µM],i,17.0%[87.6 µM],-1.8%[88.5 µM]
NC(=O)CN1CCCC(C(=O)N2CCC(O)(c3cccnc3)CC2)C1 (stereo not given),-4.6,4.3%,-1.3%,8.2%,i,-4.3%,i
CC(C)Oc1ccc(CNC(=O)c2ccc(NC(=O)c3nsc4ccccc34)cc2)cc1,1.6,x,x,-1.3%,x,79.6%[activator],x
CCc1ccc(S(=O)(=O)N2CCC(n3cnnc3C3CC3)CC2)cc1,28.6,u,x,0.1%,u,u,-8.7%
Cc1[nH]cnc1-c1nccn1CCCNc1cccnc1,12.5,-12.0%,2.2%,-3.3%,-12.3%,18.4%,-0.5%
O=C1NCCCCCCN(C(=O)Nc2ccccc2F)[C@H]2CCC[C@@H]12,-5.4,-4.5%,0.0%,-4.9%,-4.4%,-5.0%,i
COc1ccc(-c2nc(C)nc3c2CCN(CCC(C)C)CC3)cc1,1.3,-11.4%,1.3%,-10.7%,i,4.4%,i
Cc1cc(N2CCC(NC(=O)c3ccc4nc[nH]c4c3)C2=O)ccc1F (stereo not given),-9.3,u,-17.5%,-11.8%,u,-0.6%,i
C=CCCC(=O)N1CCC2(CCCN(Cc3cccc(F)c3F)C2=O)C1 (stereo not given),-2.1,-11.9%,-0.4%,1.7%,-16.8%,19.7%,i
COCCCn1c(=O)c(C(=O)NCCc2ccc(Cl)cc2)nc2cccnc21,15.4,u,x,2.6%,-19.1%,-19.7%,-1.9%
COc1cccc(NC(=O)c2ccc3c(c2)C(O)CCCCCN3C)c1 (stereo not given),3.5,u,35.5µM*,-12.6%,u,42.9%[activator],i
CCOC(=O)c1sc(N2C(=O)c3oc4ccc(F)cc4c(=O)c3C2c2cccc(OC)c2)nc1C (stereo not given),12.4,x,x,9.5%,x,52.2%[activator],x
CC(C)Oc1ccc(C(=O)NC(CNC(=O)CN(C)C)Cc2ccc(-c3cn4cccc(C(C)O)c4n3)cc2)cc1Cl (stereo not given),-6.8,x,x,13.7%,x,x,-0.2%
CCc1ccc(CNc2nc3nc(C)c(Cc4ccccc4)c(=O)n3[nH]2)cc1,6.6,x,x,6.5%,x,0.6%,x
O=C(c1c(OCC2CC2)cc(=O)n2c1CCOCC2)N1CCN(c2ncccn2)CC1,-3.3,0.7%,-13.8%,u,-12.7%,-27.9%,-46.6%
O=C(NCCc1ccco1)C1c2ccccc2C(=O)N(Cc2ccccc2)C12CCCC2 (stereo not given),0.5,u,2.1%,-10.5%,u,-19.1%,-3.8%
Cc1ccc(C)c(-c2cc3c(=O)n(CCNC(=O)c4cccs4)ccn3n2)c1,-3.4,u,u,-16.0%,u,1.1%,i
COCC(=O)N1CCC(c2noc(COc3ccc(F)cc3)n2)CC1,0.7,-12.8%,x,8.7%,-12.1%,36.0%[activator],i
Cc1cc(C)n(CCC(=O)N[C@@H]2CN(Cc3ccccc3)C[C@H]2CN(C)C)n1,-3.5,4.5%,-1.5%,-20.9%,4.4%,-24.6%,i
Cc1nnc(N2CCN(C(=O)NCCC(C)C)CC2)c2nn(-c3ccc(Cl)cc3)c(C)c12,18.1,x,x,3.5%,x,66.4%[activator],x
CCOc1ccc(-c2cc3c(=O)n(CCNC(=O)c4ccc(OC)c(F)c4)ccn3n2)cc1,-6.1,-7.0%,u,-8.9%,-8.3%,58.5%[activator],i

# Some of the entries above in a different format.
Molecule	IP6K1 inh	HEK cytotox	Luciferase inh	SNCA viab count	NIH3T3 tox	SNCA expr inh	GPT2 inh
O=C1NCCCCCCN(C(=O)Nc2ccccc2F)[C@H]2CCC[C@@H]12	-5.4	-4.5%	0.0%	-4.9%	-4.4%	-5.0%	i
COCC(=O)N1CCC(c2noc(COc3ccc(F)cc3)n2)CC1	0.7	-12.8%	x	8.7%	-12.1%	36.0%[activator]	i
Cc1cc(C)n(CCC(=O)N[C@@H]2CN(Cc3ccccc3)C[C@H]2CN(C)C)n1	-3.5	4.5%	-1.5%	-20.9%	4.4%	-24.6%	i
Cn1cccc1CN1CCC2(C1)C(=O)N(Cc1ccccc1)c1ccccc12 (stereo not given)	8.9	u	2.1%	2.5%	u	-2.9%	i

# (cont.)
SMILES,IP6K1 inh,HEK cytotox,Luciferase inh,SNCA viab count,NIH3T3 tox,SNCA expr inh,GPT2 inh
CN1C(=O)c2cccn2CC1CNS(=O)(=O)Cc1ccccc1F (stereo not given),1.9,-3.7%,-15.4%,-0.3%,i,-21.1%,i
OCC(O)CNc1nccc(C2(c3ccccc3Cl)CCNCC2)n1 (stereo not given),7.5,-5.0%,2.2%,4.1%,-3.0%,-16.0%,-9.0%
COc1cccc(NC(=O)/C(C#N)=C/c2c(C)n(Cc3ccccc3)c3ccccc23)c1,15.6,x,x,0.9%,x,22.9%,x
CC1(C)[C@H](Cc2cc(CN3CCCCC3)on2)C[C@@H]1NC(=O)c1ccccc1,13.4,u,-12.9%[172 µM],-4.8%[87.6 µM],u,u,-1.2%[88.5 µM]
O=C(Nc1ccc(Cl)cc1)NC1CCN(c2ccc3nnc(-c4ccccc4)n3n2)C1 (stereo not given),0.7,u,x,x,u,x,x
COCC(=O)N1CCN(c2nccc(Nc3ccc(OC)cc3)n2)CC1,4.3,u,x,4.2%,u,156.1%[activator],i

# Structural class: the entries above containing a furan ring, fused or not (2)
SMILES,IP6K1 inh,HEK cytotox,Luciferase inh,SNCA viab count,NIH3T3 tox,SNCA expr inh,GPT2 inh
Cc1ccc2c(CC(=O)Nc3cc(C(F)(F)F)ccc3Cl)coc2c1C,0.7,x,x,11.2%,x,10.6%,x
O=C(NCCc1ccco1)C1c2ccccc2C(=O)N(Cc2ccccc2)C12CCCC2 (stereo not given),0.5,u,2.1%,-10.5%,u,-19.1%,-3.8%

# Not all compounds are listed; count on the stated rates, not on these rows.
